Screens from PubChem.
cardiac RTF act – cardiac RTF calcium sensitization; IANBD-labeled TnC RTF fluorescence at EC20 calcium; 0% EC20 calcium, 100% full calcium; activation, % at 7.2 µM; hit rate 0.24% among 340,000; AID 493008;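 active = activation above the mean over all tested compounds plus 3 SD, cut at about 30% in these data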;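 also: rise in fluorescence read as greater calcium sensitivity of cardiac thin filaments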
Rtt109 HAT inh – blocks Candida albicans Rtt109/Vps75 acetyltransferase activity | purified Rtt109/Vps75, ThioGlo CoA-SH fluorescence, 4 h | Q5AAJ8 | inhibition, % at 34.9 µM | hit rate 0.16% among 330,000 | AID 540336;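 active = inhibition of at least 50% in every replicate; inconclusive = best replicate reaches 50% inhibition but some replicates fall short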
Target sequence (Q5AAJ8 whole entry, looked up): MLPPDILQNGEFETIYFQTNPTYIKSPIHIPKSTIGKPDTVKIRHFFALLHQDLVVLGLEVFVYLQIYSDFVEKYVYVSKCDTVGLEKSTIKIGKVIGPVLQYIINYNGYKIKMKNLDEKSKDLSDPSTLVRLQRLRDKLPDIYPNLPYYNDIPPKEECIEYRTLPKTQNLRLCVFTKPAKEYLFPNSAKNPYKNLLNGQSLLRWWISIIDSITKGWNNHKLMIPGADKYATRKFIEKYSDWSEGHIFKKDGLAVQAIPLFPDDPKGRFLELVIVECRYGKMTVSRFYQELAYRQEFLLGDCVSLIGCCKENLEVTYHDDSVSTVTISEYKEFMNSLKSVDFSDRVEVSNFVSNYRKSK
MITF TRPM1 HTS – increases MITF-driven TRPM1 promoter luciferase signal; SK-MEL-5 TRPM1-promoter luciferase, 24 h; % of positive control, neutral wells = 0; activation, % at 12.5 µM; hit rate 0.75% among 300,000; AID 588334;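 active = mean activation of at least 80% with every replicate also reaching 80%; inconclusive = mean reaches 80% but some replicate falls short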;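 also: 0% = neutral control wells and 100% = parthenolide positive control wells; values of inactives mirror those of a sister screen read the other way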
CDK5 p35 inh – blocks human CDK5/p35 kinase activity | Q00535+Q15078 | Recombinant CDK5/p35, ADP-Glo luminescence, 60 min | inhibition, % at 10 µM | hit rate 0.01% among 330,000;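 active = highest replicate inhibition of at least 50% and at least 75% of replicates reaching 50%; inconclusive = only one of the two criteria met; inactive = both criteria failed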;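 also: plate controls were DMSO neutral control for no effect and GW8510 at 10 µM for full effect; many of its hits are not listed in these tables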
PvdQ acylase – P. aeruginosa PvdQ acylase inhibition. purified PvdQ acylase, fluorescence plate reader. inhibition, % at 10 µM. hit rate 0.063% among 340,000. AID 488965; in the data active = inhibition above about 30%, passing the limit was not always enough; inconclusive = no clear call, values can overlap the other calls;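 also: 0% = vehicle neutral wells and 100% = reference inhibitor wells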
Wnt bcat act – activates Wnt/beta-catenin signaling in a reporter cell assay | activator, plate reader | activation, % at 9.35 µM | hit rate 1.2% among 300,000; in the data active = activation above about 30%, passing the limit was not always enough; inconclusive = no clear call, values can overlap the other calls;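 also: 0% = neutral control wells and 100% = positive control wells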
dFosB act – mouse delta FosB homodimer activation. AID 493131. P13346. activation, % at 25 µM. hit rate 0.99% among 340,000. purified delta FosB, TAMRA-CDK5 oligo fluorescence polarization; percent of positive-control signal above neutral wells;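 active = mean activation above about 17%, with every replicate also reaching it, limit read from the data, passing the limit was not always enough; inconclusive = only one of the two conditions met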;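 also: fluorescence polarization rise as delta FosB binds a TAMRA Cdk5 AP-1 oligo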
Target sequence (P13346 whole entry, looked up): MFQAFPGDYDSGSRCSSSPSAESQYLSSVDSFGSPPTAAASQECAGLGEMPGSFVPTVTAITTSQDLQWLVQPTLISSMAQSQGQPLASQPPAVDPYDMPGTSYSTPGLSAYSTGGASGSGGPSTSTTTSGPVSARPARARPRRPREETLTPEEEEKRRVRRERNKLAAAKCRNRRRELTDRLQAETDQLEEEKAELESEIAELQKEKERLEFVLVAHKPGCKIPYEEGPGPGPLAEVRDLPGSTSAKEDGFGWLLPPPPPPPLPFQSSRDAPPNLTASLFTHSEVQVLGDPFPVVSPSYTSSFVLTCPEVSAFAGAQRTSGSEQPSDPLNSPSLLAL
HTR5A ag ctr – activates human HTR5A in OPRM1-OPRD1 agonist counter-screen; P47898; HTR5A agonist assay, luminescence, cell-based; activation, % at 9.3 µM; hit rate 0.61% among 340,000; in the data active = activation mostly above about 9.5%, no sharp cut-off; inactive = mostly below about 7.6%;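 also: 0% = cells with vehicle only and 100% = reference agonist; strong numbers were not always called active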
Target sequence (P47898 whole entry, looked up): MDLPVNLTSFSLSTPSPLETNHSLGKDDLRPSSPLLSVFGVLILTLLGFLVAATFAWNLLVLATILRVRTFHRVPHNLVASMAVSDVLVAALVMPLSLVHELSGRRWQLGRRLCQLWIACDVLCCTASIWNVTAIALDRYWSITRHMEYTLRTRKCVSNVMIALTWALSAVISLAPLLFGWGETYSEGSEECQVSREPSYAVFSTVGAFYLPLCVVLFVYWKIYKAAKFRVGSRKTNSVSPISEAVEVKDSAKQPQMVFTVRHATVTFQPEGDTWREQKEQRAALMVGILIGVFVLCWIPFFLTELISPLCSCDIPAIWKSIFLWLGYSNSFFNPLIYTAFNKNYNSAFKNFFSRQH
SR-BI DiI inh – blocks mouse SR-BI lipid uptake from DiI-HDL | Q61009 | ldlA[mSR-BI] CHO cells, DiI-HDL uptake fluorescence, 3 h | inhibition, % at 12.5 µM | hit rate 0.96% among 320,000 | AID 488896;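 active = mean replicate inhibition of at least 70% and a set share of replicates each scoring 70 or more; inconclusive = meets just one of the two criteria; inactive = fails both criteria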;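 also: 0% = median of neutral control wells and 100% = median of positive control wells; values of inactives mirror those of a sister screen read the other way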
SR-BI uptake up – enhances SR-BI lipid uptake from DiI-HDL; CHO ldlA[mSR-BI] cells, DiI-HDL uptake fluorescence, 3 h; 100 = double the neutral-control signal; activation, % at 12.5 µM; hit rate 0.096% among 320,000;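 active = mean replicate activation of at least 60% and every replicate at or above 60%; inconclusive = mean or all-replicate condition met, but not both; inactive = mean below 60% and not all replicates reaching 60%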;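 also: 0% = median plate neutral-control signal and 100% = twice that signal; values of inactives mirror those of a sister screen read the other way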
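Assay system: CHO ldlA[mSR-BI] cells, LDL receptor-null, SR-BI overexpressing; medium: Ham's F12 with 0.5% BSA, HEPES 25 mM, pH 7.4; also added: DiI-HDL 10 µg/mL; timing: 3 h uptake period with compound, 37 °C; signal: DiI fluorescence, bottom read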
* hit, by the source's call; ? = inconclusive; . = not tested or not shown.

SMILES	cardiac RTF act	Rtt109 HAT inh	MITF TRPM1 HTS	CDK5 p35 inh	PvdQ acylase	Wnt bcat act	dFosB act	HTR5A ag ctr	SR-BI DiI inh	SR-BI uptake up
Cc1cc(C)c(NC(=O)COC(=O)C2CCCCC2)c(C)c1	-4	-8	7	1.4	-7	1	-3	2	-6	6
COC(C(=O)Nc1ccnn1C1CCN(C(=O)c2ccc(C=O)cc2)CC1)c1ccccc1 (configuration not stated)	-8	8	9	-1.0	0	-3	-7	0	-4	4
Cc1cc(C)c(C(N)=O)c(Nc2ccc3c(c2)OCCO3)n1	-3	-13	9	1.3	3	0	-5	1	-9	9
Cc1c(S(=O)(=O)N2CCN(C(c3ccccc3)c3ccccc3)CC2)c(=O)n(C)c(=O)n1C	0	7	.	-1.6	-9	-3	-6	9	-18	18
CC(=O)N1CCN(S(=O)(=O)c2ccc(S(=O)(=O)NC3CCCCC3)cc2)CC1	-5	-8	11	0.8	-4	-4	1	2	-15	15
COC1C=CC(CNC(=O)c2cc3c(=O)n4cccc(C)c4nc3n2C)(OC)O1 (configuration not stated)	7	-50	8	-0.1	-20	-2	-3	3	21	-21
Cc1ccc(C(CNC(=O)Nc2cccc(C)c2)N2CCN(C)CC2)cc1 (configuration not stated)	5	5	20	.	-10	0	-1	0	5	-5
CC(C)CC(=O)NNC(=S)Nc1ccc(S(N)(=O)=O)cc1	15	-3	11	1.7	-7	0	1	-4	-9	9
Cn1nccc1-c1cc(Cl)cc(Cl)c1O	.	6	.	2.2	-13	3	-8	.	-4	4
O=C(O)C(Cc1ccnc2ccccc12)=NO	-2	-4	-8	-2.7	-14	0	1	0	6	-6
Cc1nc2cc(S(=O)(=O)N(C)C)ccc2n1-c1ccccc1	7	-1	.	0.8	-3	-3	-6	1	-40	40
O=C(Cc1ccccc1)N/N=C/c1cccnc1	-4	0	-7	0.4	0	2	3	1	3	-3
CC(=O)c1cccc(OC(=O)c2cc(S(=O)(=O)N3CCOCC3)ccc2N2CCCC2)c1	-3	1	-2	0.9	-14	-3	0	5	3	-3
CCOc1ccc(C(=O)Nc2ccc(S(=O)(=O)N3C[C@@H]4C[C@@H](C3)c3cccc(=O)n3C4)cc2)cc1	0	-8	4	0.0	-5	-1	1	0	75*	-75
COc1ccc(Cn2nnnc2CN(Cc2cc3cccc(C)c3[nH]c2=O)C2CCCC2)cc1	10	2	-3	0.8	-19	-1	-9	5	-9	9
O=C(Cn1nc(-c2cccc([N+](=O)[O-])c2)c2ccccc2c1=O)NCC1CCCO1 (configuration not stated)	1	-19	1	2.4	-8	0	2	0	43	-43
Cc1nc2cc(N)ccc2n1C1CCCCC1	-2	24	2	-0.1	-3	-2	-3	5	-7	7
O=c1[nH]c(SCc2c(Cl)cccc2Cl)nc2ccccc12	5	-6	3	-2.4	-10	-1	0	0	-4	4
CC(=O)C1C(c2ccc(F)cc2)NC(=O)NC1(O)C(F)(F)F (configuration not stated)	-6	-3	-9	.	-13	.	-3	5	3	-3
CC(OC(=O)Cc1c[nH]c2ccccc12)C(=O)NC1(C#N)CCCCC1 (configuration not stated)	1	24	-3	0.0	7	-1	3	1	-4	4
CC(=O)c1cccc(NC(=O)COc2ccc3oc(=O)cc(C)c3c2)c1	2	12	12	-0.3	-6	-1	-2	4	69	-69
O=C(NCCCN1CCCCC1)c1ccc2c(=O)n(CCc3ccccc3)c(=O)[nH]c2c1	1	3	.	0.5	4	0	-18	1	-4	4
Cc1ccc2c(C)c(C(=O)Nc3cccnc3)oc2c1C	-2	-1	.	-0.2	-21	0	-3	2	5	-5
CC1CN(C(=O)c2ccn(C)n2)CC(C)O1 (configuration not stated)	-1	5	0	0.1	-7	-2	-4	4	20	-20
Clc1ccc2c(NCc3ccccn3)ncnc2c1	-2	1	.	0.4	-5	-3	-16	5	2	-2

Next part:
SMILES	cardiac RTF act	Rtt109 HAT inh	MITF TRPM1 HTS	CDK5 p35 inh	PvdQ acylase	Wnt bcat act	dFosB act	HTR5A ag ctr	SR-BI DiI inh	SR-BI uptake up
Cc1ccccc1S(=O)(=O)NC1OC(=O)C(Oc2ccccc2)=C1Br (configuration not stated)	-1	1	3	0.0	-13	5	0	1	4	-4
O=C(Nc1cccc(NC(=O)c2ccco2)c1)c1cnccn1	0	3	-9	0.5	-6	-2	-9	3	-9	9
CCCCC(OC(=O)CN1C(=O)COc2ccccc21)C(=O)NC1CCCCC1 (configuration not stated)	1	-16	4	-5.1	-17	-2	-13	4	.	.
Cc1cccc(C(=O)N(Cc2cccs2)C2CCS(=O)(=O)C2)c1 (configuration not stated)	3	-3	1	-1.7	-20	-2	3	-4	-23	23
Cc1ccc(SCC(=O)N2CCN(c3ccccn3)CC2)cc1	0	5	16	2.1	-8	5	-6	4	.	.
O=C(NCC(c1ccco1)N1CCc2ccccc2C1)C(=O)Nc1cc(F)ccc1F (configuration not stated)	-11	1	-1	1.0	-18	5	0	4	2	-2
CC(C)n1c(O)c(N=NC(=O)CNC(=O)Cc2ccc(Cl)cc2)c2ccccc21	-2	8	-15	-1.3	-12	0	-9	2	58	-58
Cc1csc(NC(=O)c2cccc(C)c2C)n1	-4	-11	73	0.2	4	.	2	2	45	-45
OCCCC1CCCCN1Cc1nc(Cc2ccccc2Cl)no1 (configuration not stated)	-2	-10	-5	0.9	-20	-4	-4	2	-10	10
CC(C)CCn1nnnc1CN1CCN(C(c2ccccc2)c2ccccc2)CC1	-1	12	4	-1.6	-11	-1	-18	-2	-19	19
COc1cccc(CN2CCC(C(=O)N3CCN(Cc4ccc5c(c4)OCO5)CC3)CC2)c1OC	-4	-3	-2	1.8	-2	-2	-3	0	-31	31
COCCCNC(=O)c1ccc2c3c(onc13)-c1ccccc1C2=O	6	-1	.	4.0	-6	.	-15	3	.	.
Cc1cc(OCCCC(=O)NCCc2nnc3ccccn23)ccc1Cl	-1	11	23	0.0	0	-2	-1	6	-28	28
Cc1cccc2[nH]c3c(N4CCN(C(=O)c5ccco5)CC4)ncnc3c12	-3	2	7	2.1	-5	.	-4	-3	24	-24
CC(C)COP(=O)(OCC(C)C)C(Nc1ccccc1)c1ccccc1 (configuration not stated)	-12	19	-10	0.0	-13	-2	-20	1	0	0
CN(C)CCN=c1cc(-c2ccccc2)oc2ccc(Cl)cc12	4	-7	27	-1.0	-10	3	-18	1	5	-5
CCN(CC)C(=O)CSc1nc(COc2ccccc2)nc2ccccc12	-2	2	10	-0.7	7	-11	-15	7	30	-30
Cc1ccc(NC(=S)NCc2ccccc2)cc1S(=O)(=O)N1CCCCC1	3	10	-8	-2.4	-13	-1	-2	-2	32	-32
Cc1ccccc1NC(C)C(=O)N/N=C/c1ccccc1OCc1cccc(Br)c1 (configuration not stated)	-4	3	5	-0.4	0	-4	-10	3	52	-52
COCc1ccc(C(=O)Nc2ccccc2C(=O)NCc2cccnc2)cc1	-5	5	0	-0.1	-15	6	-9	3	.	.
O=C(Cc1c(F)cccc1Cl)Nc1nccs1	17	5	12	2.6	-1	1	-4	1	10	-10
CCn1cnc2cc(NC(=O)c3cccs3)ccc21	0	18	95*	0.1	14	15	-1	-2	-1	1
COc1ccc(-c2nc(N3CCCC3)[nH]c(=O)c2C#N)cc1	-2	-12	.	0.2	-1	-4	-3	0	-19	19
CCCCN(CC)C(=O)CN(C)S(=O)(=O)c1cccc2nsnc12	8	-3	.	-3.9	5	.	1	1	-21	21
CCC(C)NC(=O)C(=O)NCc1ccncc1 (configuration not stated)	5	4	-4	-8.2	-5	.	-1	7	-15	15

The list goes on:
SMILES	cardiac RTF act	Rtt109 HAT inh	MITF TRPM1 HTS	CDK5 p35 inh	PvdQ acylase	Wnt bcat act	dFosB act	HTR5A ag ctr	SR-BI DiI inh	SR-BI uptake up
ONC=Nc1cccc2nonc12	0	-12	.	-6.4	-14	0	1	0	1	-1
O=C(O)c1ccc(Cl)c(S(=O)(=O)N(Cc2ccccc2)c2ccccc2Cl)c1	1	.	4	-1.0	-10	1	-14	1	-11	11
O=C(CNCCC1=CCCCC1)Nc1ccc(N2CCCCCC2)cc1	-1	-1	-3	0.3	2	.	-4	4	-3	3
COc1ccccc1-c1noc(-c2cc(OC)c(OC)c(OC)c2)n1	10	7	.	1.6	-1	.	-38	0	61	-61
COc1ccc2c(c1)NC(=O)CC(c1ccccc1)=N2	-3	0	56	-2.3	-4	22	1	2	14	-14
CC1CCCCC1NC(=O)CN(C)S(=O)(=O)c1cccc2nsnc12 (configuration not stated)	0	-6	9	0.3	-6	.	0	1	4	-4
CN(Cc1ccccc1)C(=O)COC(=O)c1ccc(Cl)c(N)c1	-8	16	-4	-2.6	6	.	0	4	13	-13
O=C(NC(=S)Nc1ccc(N2CCOCC2)c(Cl)c1)c1sc2ccccc2c1Cl	8	-14	-9	1.3	3	7	-8	3	10	-10
O=c1oc2ccccc2c(Nc2cccc(O)c2)c1[N+](=O)[O-]	2	14	-20	-0.4	-6	-3	3	2	-12	12
COCCn1c(N)c(N(Cc2ccccc2)C(=O)Cc2ccccc2F)c(=O)[nH]c1=O	10	8	-4	1.4	-2	0	-7	-1	16	-16
Cc1ccc(C(=O)N2CCN(c3ccc(C(F)(F)F)cn3)CC2)o1	-2	-8	13	-0.2	-3	0	-4	12	-7	7
COc1ccc(C(=O)Sc2ccc(Cl)cc2)cc1OC	-3	-7	18	-0.5	3	.	21*	1	-16	16
CCCCC1(C(=O)OCC)CC(CN2CCOCC2)OC1=O (configuration not stated)	8	-3	5	1.5	-10	.	0	8	-14	14
COC(=O)CC1=NN(c2ccccc2)C(=O)/C1=C\c1ccc(OC)cc1	-4	4	-8	-1.6	5	.	-3	4	3	-3
Cc1cccc(-n2ccnc2SCC(=O)O)c1C	-1	-6	-7	0.2	-7	1	3	-1	-21	21
Cc1cccn2c(=O)nc(SCC(=O)Nc3ccc4c(c3)OCCO4)nc12	-6	13	0	0.7	8	4	-4	-2	-6	6
Cc1csc(CN(C)C(=O)CC2C(=O)NCCN2Cc2ccc(-c3ccccc3)cc2)n1 (configuration not stated)	12	-2	-2	-4.1	-18	-9	-12	2	-22	22
O=C(O)c1cc(N2CCOCC2)nc2ccccc12	0	-9	-5	-0.1	-4	1	1	-1	-7	7
Cc1ccc(C(CNS(=O)(=O)c2cc(F)ccc2F)N2CCN(C)CC2)cc1 (configuration not stated)	2	0	13	1.7	-11	1	1	-2	-29	29
O=c1[nH]c(C2CCCN(S(=O)(=O)Cc3ccccc3)C2)nc2c1nnn2Cc1cccc(Cl)c1 (configuration not stated)	-4	4	0	-1.1	-5	1	?	5	.	.
O=C(CSc1ccc(-c2ccco2)nn1)Nc1ccccc1	3	5	-1	-0.5	1	-1	-6	-2	4	-4
CC(C)(C)CC(=O)N1CCC(c2nc3c(nnn3Cc3c(F)cccc3Cl)c(=O)[nH]2)CC1	-8	13	-11	2.0	7	-3	-5	11*	7	-7
